High-throughput results deposited in PubChem BioAssay by National Center for Advancing Translational Sciences (NCATS).
TSG101-PTAP inh: qHTS Assay for Iinhibitors of HIV-1 Budding by Blocking the Interaction of PTAP/TSG101; Tumor susceptibility gene 101 protein (Homo sapiens), Q99816; Fluorescence polarization, FITC-PTAP peptide / Tsg101 binding; Potency, µM (doses to about 115 µM), for the others: at the highest dose activity change, negative = inhibition, usual class: inhibitors; 340,000 tested, under 10 active; AID 493005, 2010; active means well fitted inhibition curve with a large enough effect in the main read-out, with a control signal flat, not every such curve was filed as active; inconclusive means small, poorly fitted or top-dose-only effect, or effect the other way, or a change in a side signal; inactive means no such curve, though single readings can be large or run the other way; further: potency means the concentration at half of the fitted maximal effect; % of control where 0% means no effect
Target sequence (Q99816 whole entry, looked up): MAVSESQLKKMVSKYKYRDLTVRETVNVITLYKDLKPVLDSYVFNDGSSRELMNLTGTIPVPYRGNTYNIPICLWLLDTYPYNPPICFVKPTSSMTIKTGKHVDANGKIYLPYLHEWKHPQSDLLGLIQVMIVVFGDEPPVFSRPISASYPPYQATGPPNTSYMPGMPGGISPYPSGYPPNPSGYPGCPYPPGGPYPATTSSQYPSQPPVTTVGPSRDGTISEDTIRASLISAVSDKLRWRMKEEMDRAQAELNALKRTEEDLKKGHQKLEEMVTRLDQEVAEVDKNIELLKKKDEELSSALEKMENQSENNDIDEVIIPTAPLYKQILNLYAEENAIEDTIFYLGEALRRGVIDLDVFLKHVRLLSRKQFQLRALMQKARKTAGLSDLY
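FP read-out: FITC-PTAP peptide, 50 nM final, binding Tsg101 binding domain, 10 uM final; 20 min, r.t.; 10 mM HEPES pH 7.5, 0.15 M NaCl, 0.01% Tween 20, 3 mM EDTA, 0.1 mM TCEP.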
TCR activator: Activators of T cell receptors: qHTS campaign; primary human leukocytes, anti-CD3, IL-2 HTRF, 48 h; Potency, µM (series often up to 9.22 µM), without a hit: at the highest dose activation of IL-2 secretion, usual class: activators; 330,000 tested, under 10 active; further: % of control where 0% means no effect
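IL-2 release read by HTRF sandwich (Eu cryptate donor, d2 acceptor, 665 nm emission) after 48 hr exposure of primary human leukocytes to compound together with anti-CD3 beads in the absence of co-stimulatory signals.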
p53 reactivator: qHTS assay for re-activators of p53 using a Luc reporter; H1299 p53-A138V BP100-luciferase reporter, luminescence, 24 h; Potency, µM (series often up to 92.2 µM), for inactives: at the highest dose activity change, positive = activation, usual class: activators; 0.063% of 320,000 active; AID 504706, 2011; further: potency means the concentration at half of the fitted maximal effect; % of control where 0% means no effect; nearly all actives have a fitted effect of over 45% in size
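H1299 (p53-null), stable ts p53-A138V + BP100-Luc; 1000 cells/well, Opti-MEM/10% FBS; cpd 4 pt, 1:5; 24 h, 37 deg C, 5% CO2; detection reagent 10 min RT; luminescence.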
TRPV1 ag: HTS Assay for Compounds that Act as Agonists of the Vanilloid Receptor 1; activation, % at 8.33 µM; 0.19% of 320,000 active; Transient receptor potential cation channel subfamily V member 1 (Homo sapiens), Q8NER1; TRPV1-expressing cells, Fluo-8 calcium influx, agonist mode; in the data active means activation above about 80%; inconclusive means between about 30% and that limit; further: 0% is about no effect
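TRPV1-expressing cells were cultured overnight at 35.5C and loaded with Fluo-8 calcium dye for 40 to 90 min at room temperature. After a 10 s baseline, compound was added and calcium influx was read kinetically for 3 min (ex 480/em 520 nm).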
BRCA1 expr act: qHTS Assay to Identify Small Molecule Activators of BRCA1 Expression; MCF7-BRCA1-FFLuc reporter, luminescence, 48 h; response scale: scaled: vehicle 0%, 10 µM genistein 100%; Potency, µM (top dose mostly 46.1 µM), for the others: top-dose activation, actives largely listed as activators; 1.1% of 380,000 active; further: potency means the concentration at half of the fitted maximal effect; nearly all actives have a fitted effect of over 80% in size; some results filed as inactive show a strong effect at the top dose
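Compounds are tested at multiple concentrations on MCF7 BRCA1-luciferase reporter cells seeded at 2000 per well; after 48 h, a single luminescence end-point is taken and curves fitted to the normalized data.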
ELG1 repair inh: qHTS screen for small molecules that inhibit ELG1-dependent DNA repair in human embryonic kidney (HEK293T) cells expressing luciferase-tagged ELG1; HEK293T ELG1-luciferase reporter, luminescence, 16 h; DNA damage induced by 5-fluorouridine; Potency, µM (top dose mostly 46.1 µM), without a hit: top-dose activity change, negative = inhibition, most hits filed as inhibitors; 2.3% of 330,000 active; further: potency means the concentration at half of the fitted maximal effect; on the % scale 0 is the no-effect control and ±100 the full control effect; nearly all actives have a fitted effect of over 55% in size
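Reporter activity after DNA damage by 5-fluorouridine is monitored. Compound-treated cells incubate 16 hr at 37 °C, then ONE-Glo is added for 30 min before luminescence reading.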
AT treatment: qHTS Assay for Identifying a Potential Treatment of Ataxia-Telangiectasia | […] A-T fibroblasts, KAP-1 phosphorylation AlphaLISA; neocarzinostatin DNA damage 30 min before lysis | Potency, µM (doses to about 57.5 µM), for the others: top-dose activation, usual class: activators | 0.19% of 320,000 active | AID 485349, 2010; further: potency means the concentration at half of the fitted maximal effect; % of control where 0% means no effect; nearly all actives have a fitted effect of over 45% in size
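hTERT-immortalized A-T patient fibroblasts ([…]), 500 cells/well in OPTI-MEM, 1% FBS, got compounds for 60 min, then NCS for 30 min at 37C. Lysates were then assayed for phospho-KAP-1 by AlphaLISA (anti-pKAP1 donor, anti-KAP1 acceptor beads), 6 hr at 25C.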
B2AR arrestin: qHTS assay of beta-arrestin-biased ligands of beta2-adrenergic receptor. beta-arrestin recruitment to beta2AR, cell-based reporter. AID 492947, 2010. Potency, µM (doses to about 46.1 µM), for inactives: at the top dose activation, actives largely listed as activators. 0.02% of 330,000 active. Beta-2 adrenergic receptor (Homo sapiens), P07550;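 further: potency means the concentration at half of the fitted maximal effect; 0% = DMSO controls and full agonism = EC100 isoproterenol or metaproterenol; nearly all actives have a fitted effect of over 65% in size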
Target sequence (P07550 whole entry, looked up): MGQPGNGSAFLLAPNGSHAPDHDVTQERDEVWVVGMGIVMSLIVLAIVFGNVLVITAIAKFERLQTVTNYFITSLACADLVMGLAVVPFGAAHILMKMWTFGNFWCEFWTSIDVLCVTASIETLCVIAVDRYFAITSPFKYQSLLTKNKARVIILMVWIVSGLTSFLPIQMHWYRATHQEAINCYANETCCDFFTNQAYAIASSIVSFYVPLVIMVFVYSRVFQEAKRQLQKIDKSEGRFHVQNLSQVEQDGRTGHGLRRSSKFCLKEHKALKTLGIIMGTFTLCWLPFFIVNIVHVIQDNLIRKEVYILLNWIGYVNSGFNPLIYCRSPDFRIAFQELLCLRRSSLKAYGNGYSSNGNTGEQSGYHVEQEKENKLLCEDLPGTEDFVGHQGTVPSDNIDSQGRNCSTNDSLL
CXXC DNA block: qHTS Fluorescence Polarization Assay for Inhibitors of MLL CXXC domain - DNA interaction. AID 2662, 2010. Histone-lysine N-methyltransferase 2A (Homo sapiens), Q03164. MLL-CXXC / FITC-HOXA9 DNA fluorescence polarization. 0.037% of 290,000 active. Potency, µM (series often up to 115 µM), for the others: top-dose activity change, negative = inhibition, usual class: inhibitors; active means well fitted inhibition curve with a large enough effect in the polarisation, with a control signal flat, not every such curve was filed as active; inconclusive means small, poorly fitted or top-dose-only effect, or effect the other way, or a change in a side signal; inactive means no such curve, though single readings can be large or run the other way; the % refers to the polarisation; further: potency means the concentration at half of the fitted maximal effect
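Fluorescence polarization: 7 uM MLL-CXXC (stock) preincubated 5 min with compounds, then 50 nM fluorescein-HOX-A9 DNA (stock) added; 30 min ambient. Buffer 50 mM Tris-HCl pH 7.5, 50 mM NaCl, 1 mM DTT, 0.05% BSA.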
Integrin act MD: qHTS for Activators of Integrin-Mediated Alleviation for Muscular Dystrophy; alpha7betagal myoblasts, beta-gal FDG fluorescence, 48 h; Potency, µM (highest dose often 38.3 µM), inactives show top-dose activation, most hits filed as activators; 0.064% of 350,000 active; AID 624291, 2012;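 further: potency means the concentration at half of the fitted maximal effect; 100% = response of the positive control SU9516; nearly all actives have a fitted effect of over 60% in size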
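alpha7betagal+/- myoblasts (passage 13, 250/well) treated 48 h at 37C with compounds at 1:260 dilution of DMSO stock. Lysed, then beta-galactosidase activity read as FDG fluorescence (ex 480/em 540) after 30 min, with pre-read for autofluorescence.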
Active calls of the source: *; [ ] = dose if it differs, or a comment. Unless noted, the call rests on the fitted dose curve; in most records, active means well fitted curve in the direction sought with a large enough effect; inconclusive means small, poorly fitted or top-dose-only effect, or another doubt; inactive means no such curve, though single readings can be large; an effect the other way counts as inactive or inconclusive. Not a hit list. Share with any hit: about 3.8%.

Screening c1ccc(-c2nnnn2CCOCCn2nnnc2-c2ccccc2)cc1 returned TSG101-PTAP inh -2%, TCR activator -1%, p53 reactivator 7%, TRPV1 ag 0, BRCA1 expr act 2%, ELG1 repair inh -3%, AT treatment 1%, B2AR arrestin 0.4%, CXXC DNA block -1% and Integrin act MD 0%.
`Cc1ccnc(NC(=O)Nc2ccc3c(c2)N(C)C(=O)CS3)c1` gave TSG101-PTAP inh 2%, TCR activator -10%, p53 reactivator inconclusive, TRPV1 ag inconclusive, BRCA1 expr act inconclusive, ELG1 repair inh inconclusive, AT treatment 14%, B2AR arrestin -0.4%, CXXC DNA block 10% and Integrin act MD -9%.
Cc1cccc(-n2c(O)c(/C=N/NC(=O)c3ccccc3Cl)c3ccccc3c2=O)n1 was read as TSG101-PTAP inh -4%, TCR activator -1%[46.1 µM], p53 reactivator 13%, TRPV1 ag 11, BRCA1 expr act -18%, ELG1 repair inh -26%, AT treatment -8%, B2AR arrestin -0.9%, CXXC DNA block 34%[activator] and Integrin act MD 13%.
Screening CSCCC(NC(=O)c1ccco1)C(=O)N1CC(C)OC(C)C1 (configuration not stated) returned TSG101-PTAP inh -7%, p53 reactivator -7%, TRPV1 ag 0, BRCA1 expr act 43%, ELG1 repair inh 8%, AT treatment -7%, B2AR arrestin -0.1% and Integrin act MD inconclusive.
Screening N#Cc1c(N)nc2c(c1-c1ccc(F)cc1)c(=O)nc1sccn12 returned TSG101-PTAP inh -2%, TCR activator 8%, p53 reactivator 0%, TRPV1 ag -2, BRCA1 expr act -9%, ELG1 repair inh inconclusive, AT treatment 0%, B2AR arrestin -0.1%, CXXC DNA block -8% and Integrin act MD 0%.
For O=C(COc1ccc(Cl)cc1)N1CCN(C(=O)c2cccs2)CC1 the results were TSG101-PTAP inh -2%, TCR activator -2%, p53 reactivator -6%, TRPV1 ag 11, BRCA1 expr act 9%, ELG1 repair inh 13%, AT treatment 0%, B2AR arrestin -0.4%, CXXC DNA block 1% and Integrin act MD 19%.
For CCOCCCn1c(=NC(C)=O)c(C#N)cc2c(=O)n3cccc(C)c3nc21 the results were TSG101-PTAP inh 0%, TCR activator -19%, p53 reactivator -1%, TRPV1 ag -5, BRCA1 expr act -5%, ELG1 repair inh -1%, AT treatment 15%, B2AR arrestin 0.5%, CXXC DNA block 2% and Integrin act MD 17%.
Screening Cc1ccc(C(C(=O)NCC2CCCO2)N(C(=O)c2snc(C(N)=O)c2N)c2ccc3c(c2)OCCO3)cc1 (configuration not stated) returned TSG101-PTAP inh -1%, TCR activator 3%, p53 reactivator -10%, TRPV1 ag 3, BRCA1 expr act -34%, ELG1 repair inh -18%, AT treatment 7%, B2AR arrestin -0.6%, CXXC DNA block 5% and Integrin act MD 5%.
Screening CCn1c(SCC(=O)OC)nnc1C1CCCCC1 returned TSG101-PTAP inh 0%, p53 reactivator 3%, TRPV1 ag 1, BRCA1 expr act 1%, ELG1 repair inh 15%, AT treatment 1%, B2AR arrestin -0.7%, CXXC DNA block 6% and Integrin act MD 33%.
Screening COc1ccccc1CCNC(=O)C(=O)NCC1CCCN1S(=O)(=O)c1ccccc1 (configuration not stated) returned TSG101-PTAP inh -3%, TCR activator 1%, p53 reactivator -10%, TRPV1 ag 0, BRCA1 expr act -47%, ELG1 repair inh 4.1µM*, AT treatment 1%, B2AR arrestin 0.0% and Integrin act MD -25%.

The list goes on, starting with the last 2 of the part before.
Screening CCn1c(SCC(=O)OC)nnc1C1CCCCC1 returned TSG101-PTAP inh 0%, p53 reactivator 3%, TRPV1 ag 1, BRCA1 expr act 1%, ELG1 repair inh 15%, AT treatment 1%, B2AR arrestin -0.7%, CXXC DNA block 6% and Integrin act MD 33%.
Screening COc1ccccc1CCNC(=O)C(=O)NCC1CCCN1S(=O)(=O)c1ccccc1 (configuration not stated) returned TSG101-PTAP inh -3%, TCR activator 1%, p53 reactivator -10%, TRPV1 ag 0, BRCA1 expr act -47%, ELG1 repair inh 4.1µM*, AT treatment 1%, B2AR arrestin 0.0% and Integrin act MD -25%.
Screening Cc1ccc(-c2noc(CSc3nnc(-c4ccncc4)n3-c3ccc(F)cc3)n2)cc1 returned TSG101-PTAP inh -9%, TCR activator 1%, p53 reactivator -3%, TRPV1 ag -1, BRCA1 expr act -39%, ELG1 repair inh inconclusive, AT treatment 4%, B2AR arrestin 3.6%, CXXC DNA block 11% and Integrin act MD -21%.
CC(=O)c1ccc(NC(=O)[C@@]2(CC(=O)O)CC(/C=C/c3ccccc3)=NO2)cc1 was read as TSG101-PTAP inh -4%, TCR activator -4%, p53 reactivator -2%, TRPV1 ag 2, BRCA1 expr act 17%, ELG1 repair inh 1%, AT treatment 5%, B2AR arrestin -0.8%, CXXC DNA block 12% and Integrin act MD 0%.
For CCN(CC)CCNC(=O)Cn1nc(Cc2ccccc2)c2ccccc2c1=O the results were TSG101-PTAP inh -2%, TCR activator 5%, p53 reactivator -5%, TRPV1 ag 1, BRCA1 expr act 6%, ELG1 repair inh 13%, AT treatment 5%, B2AR arrestin 0.2%, CXXC DNA block -4% and Integrin act MD -26%.
`CCOc1ccc(N=C2C(=O)Nc3ccc(C)c(Br)c32)cc1` gave TSG101-PTAP inh -4%, TCR activator -4%, p53 reactivator 5%, TRPV1 ag -5, BRCA1 expr act -18%, ELG1 repair inh -5%, AT treatment -2%, B2AR arrestin -0.6%, CXXC DNA block 2% and Integrin act MD -34%.
N=c1c(S(=O)(=O)c2ccc(Cl)cc2)cc2c(=O)n3ccccc3nc2n1Cc1ccco1 was read as TSG101-PTAP inh 1%, TCR activator -2%, p53 reactivator 8%, TRPV1 ag -4, BRCA1 expr act 19%, ELG1 repair inh -19%, AT treatment 7%, B2AR arrestin 0.1%, CXXC DNA block 0% and Integrin act MD -4%.
CCOC(=O)Nc1ccc(C(=O)c2ccncc2)cc1 was read as TSG101-PTAP inh -5%, TCR activator -1%, p53 reactivator inconclusive, TRPV1 ag 9, BRCA1 expr act 5%, ELG1 repair inh -1%, AT treatment -13%, B2AR arrestin -3.3%, CXXC DNA block -2% and Integrin act MD 2%.
Screening O=c1[nH]c(SCc2ccccc2Cl)nc2[nH]ncc12 returned TSG101-PTAP inh -3%, TCR activator 0%, p53 reactivator -3%, TRPV1 ag -1, BRCA1 expr act 80%, ELG1 repair inh inconclusive, AT treatment 3%, B2AR arrestin 0.0%, CXXC DNA block 22% and Integrin act MD -11%.
Screening Cc1ccc2c(CC(=O)N(CC3CCCO3)c3c(N)n(Cc4ccccc4)c(=O)[nH]c3=O)coc2c1 (configuration not stated) returned TSG101-PTAP inh -4%, TCR activator -1%, p53 reactivator -5%, TRPV1 ag -2, BRCA1 expr act -31%, ELG1 repair inh 1%, AT treatment -1%, B2AR arrestin 0.2% and Integrin act MD 19%.
For Cc1ccc(NC(=O)CCNS(=O)(=O)c2cccc3nonc23)cc1Cl the results were TSG101-PTAP inh -10%, TCR activator -3%, p53 reactivator 2%, TRPV1 ag 1, BRCA1 expr act -24%, ELG1 repair inh -29%, AT treatment 1%, B2AR arrestin -0.6%, CXXC DNA block 5% and Integrin act MD 6%.
Screening Cc1ccc(OCC(=O)NC(C)c2ccccc2)cc1 (configuration not stated) returned TSG101-PTAP inh -7%, TRPV1 ag 0, BRCA1 expr act 23%, ELG1 repair inh 6%, AT treatment 3%, B2AR arrestin 0.2%, CXXC DNA block -6% and Integrin act MD 12%.
For CCOC(=O)c1sc(NC(=O)CCN2C(=O)C3CCCCC3C2=O)cc1C (configuration not stated) the results were TSG101-PTAP inh 2%, TCR activator 7%, p53 reactivator -3%, TRPV1 ag 9, BRCA1 expr act 0%, ELG1 repair inh 17%, AT treatment 0%, B2AR arrestin -0.1% and Integrin act MD -6%.
